Bioassay records (PubChem BioAssay)
FEN1 inh: qHTS Assay for the Inhibitors of Human Flap endonuclease 1 (FEN1); Recombinant FEN1 flap cleavage, fluorescence, 15 min; hit rate 0.35% among 390,000; Potency, µM (top dose mostly 114 µM), for inactives: at the highest dose activity change, negative = inhibition, actives largely listed as inhibitors; AID 588795, 2011; P39748; note: nearly all actives have a fitted effect of over 65% in size
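Concentration–response screening of FEN1 (10 nM): 15 min compound preincubation at room temperature, reaction started with 50 nM substrate and read at 0 and 15 min. Corrected, normalized data were fitted by a four-parameter Hill equation.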
N370S GC: qHTS Assay for Inhibitors and Activators of N370S glucocerebrosidase as a Potential Chaperone Treatment of Gaucher Disease. hit rate 0.092% among 330,000. Potency, µM (doses to about 59.4 µM), inactives show top-dose activity change, negative = inhibition, usual class: inhibitors. AID 2101, 2009. Lysosomal acid glucosylceramidase (Homo sapiens), P04062. N370S GC spleen homogenate, 4MU-glucoside fluorescence;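 note: 0% = full enzyme activity and -100% = no enzyme basal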
KAT2A inh: qHTS Assay for Inhibitors of GCN5L2 | GCN5L2 HAT assay, ThioGlo1 CoA-SH fluorescence | Potency, µM (doses to about 58.9 µM), for inactives: at the top dose activity change, negative = inhibition, hits mostly inhibitors | hit rate 0.21% among 390,000
Target sequence (Q92830 whole entry, looked up): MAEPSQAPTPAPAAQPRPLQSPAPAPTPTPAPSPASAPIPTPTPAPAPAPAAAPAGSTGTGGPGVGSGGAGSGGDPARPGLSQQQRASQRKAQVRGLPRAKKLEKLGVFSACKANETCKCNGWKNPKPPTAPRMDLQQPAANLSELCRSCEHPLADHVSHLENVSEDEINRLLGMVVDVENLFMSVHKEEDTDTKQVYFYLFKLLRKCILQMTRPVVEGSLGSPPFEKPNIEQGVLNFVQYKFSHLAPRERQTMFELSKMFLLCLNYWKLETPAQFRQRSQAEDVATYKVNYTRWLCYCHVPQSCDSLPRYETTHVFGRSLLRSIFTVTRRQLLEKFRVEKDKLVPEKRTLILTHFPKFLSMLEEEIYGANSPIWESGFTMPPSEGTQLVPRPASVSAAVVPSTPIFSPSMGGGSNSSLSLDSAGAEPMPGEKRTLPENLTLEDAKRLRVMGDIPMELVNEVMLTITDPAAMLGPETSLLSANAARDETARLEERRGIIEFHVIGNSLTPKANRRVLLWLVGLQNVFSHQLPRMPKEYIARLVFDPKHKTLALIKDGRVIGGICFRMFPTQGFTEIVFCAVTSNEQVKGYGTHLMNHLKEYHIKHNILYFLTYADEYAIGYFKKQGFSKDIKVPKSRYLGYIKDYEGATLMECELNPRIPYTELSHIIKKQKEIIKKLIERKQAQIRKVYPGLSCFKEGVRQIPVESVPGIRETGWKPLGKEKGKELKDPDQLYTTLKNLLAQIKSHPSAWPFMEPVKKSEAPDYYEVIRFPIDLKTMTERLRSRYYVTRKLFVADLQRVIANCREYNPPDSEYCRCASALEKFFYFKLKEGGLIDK
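qHTS, 1536-well. 20nM enzyme, pH 7.5 HEPES/EDTA/Tween-20 buffer; 15 min compound preinc., RT. Start: 75uM H3(1-25), 70uM AcCoA, 50uM ThioGlo1. Read Ex340/Em540 at t=0 (autofluorescence flag) and t=20 min.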
The depositor's hits bear a star; ? = inconclusive; . = not tested or not shown; & = joins results of further samples; [ ] = dose if it differs, or a comment. Calls come from the whole dose curve; as a rule, active = well fitted curve in the direction sought with a large enough effect; inconclusive = small, poorly fitted or top-dose-only effect, or another doubt; inactive = no such curve, though single readings can be large; an effect the other way counts as inactive or inconclusive. Unless noted, % is set by controls: 0 for no effect and ±100 for the full control effect; potency is the fitted concentration of half-maximal effect.

The line under a structure holds: FEN1 inh, N370S GC, KAT2A inh
- CCCCCCOc1ccc(C(=O)NCCCn2ccnc2)cc1
  2%, ?, -3%
- Cc1cccc(C)c1OCc1n[nH]c(=S)n1N
  -9%, -9%, -3%
- CCOc1ccc(-n2c(-c3ccccc3)c[nH]c2=S)cc1
  -6%, 3%, -4%
- O=C(c1cccc2ccccc12)C1CCCN(C(=O)CCCn2cncn2)C1 (stereo not given)
  2%, -3%, ?
- CCOC(=O)c1cccc(NC(=O)CSc2nnnn2C)c1
  0%, 3%, -5%
- CCc1nc(C)ccc1OC(=O)C12CC3CC(CC(C3)C1)C2
  16%, 10%, 21%
- Cc1ccc(NS(=O)(=O)c2cc([N+](=O)[O-])ccc2NNC(=S)Nc2cc(C)ccc2C)c(C)c1
  -16%, ?, -24%
- COC(=O)c1ccccc1NC(=O)c1cc2c(s1)-c1ccccc1OC2
  17%, ., -12%
- O=C(NCC(=O)N1CCCCC1)c1ccc2ccccc2c1
  21%, 2%, 1%
- CCCC1CC(C)(C(=O)Cn2[nH]c(=O)ccc2=O)OC1=O (stereo not given)
  -2%, 0%, -14%
- O=S(=O)(c1ccccc1)N1N=C(c2ccc(Br)cc2)CC1c1ccco1 (stereo not given)
  ?, 0%, -1%
- CN(C)C(=O)OCc1c(-c2ccccc2)ncc2ccccc12
  -12%, ., -9%
- CC(=O)Oc1ccc(C(=O)Nc2cccc(C(=O)Nc3ccccc3C(=O)O)c2)cc1
  -15%, -11%, -14%
- CS(=O)(=O)N(CC(=O)NCc1ccc2c(c1)OCO2)c1cccc(Cl)c1
  13%, 2%, -2%
- COc1ccc(OC)c(S(=O)(=O)NCc2cn3cccc(C)c3n2)c1
  -4%, -15%, -4%

Entries of single compounds, quoted from the list. Order of values: FEN1 inh | N370S GC | KAT2A inh
Entry for COc1ccc(OC)c(S(=O)(=O)NCc2cn3cccc(C)c3n2)c1 = -4% | -15% | -4%
Entry for O=C(NCC(=O)N1CCCCC1)c1ccc2ccccc2c1 = 21% | 2% | 1%
Entry for CS(=O)(=O)N(CC(=O)NCc1ccc2c(c1)OCO2)c1cccc(Cl)c1 = 13% | 2% | -2%
Entry for O=C(c1cccc2ccccc12)C1CCCN(C(=O)CCCn2cncn2)C1 (stereo not given) = 2% | -3% | ?
Entry for CCOC(=O)c1cccc(NC(=O)CSc2nnnn2C)c1 = 0% | 3% | -5%

Remaining list, next part:
The line under a structure holds: FEN1 inh, N370S GC, KAT2A inh
- CCCSc1oc(-c2cccs2)nc1S(=O)(=O)c1ccc(Cl)cc1
  -26%, ., -3%
- CCc1nc2ccc(C(=O)NCCc3ccco3)cc2nc1CC
  1%, 0%, -1%
- Cc1ccc(C(C(=O)NC2CCCC2)N2CCCC(C)C2)cc1 (stereo not given)
  1%, 2%, -1%
- CC(C)c1ccc2nc3sc(C(=O)N4CCc5ccccc5C4)c(N)c3cc2c1
  -24%, 13%, -14%
- COC(=O)c1c(NC(=O)CS(=O)(=O)c2ccc(C)cc2)sc2c1CCCCC2
  -19%, ., -8%
- COc1ccc(O)c(C(=O)c2coc(=N)c(C(=O)Nc3ccc(SC(F)F)cc3)c2)c1
  11%, -2%, -11%
- O=C(NCCCN1CCN(c2cccc(Cl)c2)CC1)c1sc2ncccc2c1-n1cccc1
  -19%, ., -9%
- CC1CC(C)CN(C(=O)CCS(=O)(=O)c2ccc3c(c2)NC(=O)CS3)C1 (stereo not given)
  4%, -14%, -15%
- COc1cc(NC(=O)CSc2nnc(C)n3c2cc2oc(C)cc23)cc(OC)c1
  -5%, ., 1%
- OCCN1CCN(C(=S)Nc2ccccc2)CC1
  9%, -10%, -1%
- CC1(C)Cc2c(cnn2-c2ccc(F)cc2)C(NC(=O)C2CCC2)C1 (stereo not given)
  8%, 2%, -5%
- Cc1ccc(CNC(=O)CN(C(=O)C2(C)CC(=O)N=C3C=CC=CN32)c2cc(C)ccc2C)cc1 (stereo not given)
  3%, ?, 3%
- O=C(C[n+]1cccc2ccccc21)c1ccc([N+](=O)[O-])cc1
  -9%, -13%, -12%
- O=C(CCNC(=O)c1ccc([N+](=O)[O-])cc1)NC1CCCc2ccccc21 (stereo not given)
  -3%, 2%, 1%
- COc1ccccc1-c1nccc(NC2CCNCC2)n1
  ., -14%, 1%
- Cc1ccc(C)c(NC(=O)CN(C)C(=O)C2CCCC2)c1
  -2%, ., -8%
- CCCc1nc2oc3cc(OC)ccc3c(=O)c2c(=O)n1CCc1ccccc1
  3%, 9%, -2%
- O=C(Cn1nnc2sc3c(c2c1=O)CCCC3)Nc1ccc(F)c(Cl)c1
  ?, ., -2%
- CC(C)CC1(C)NC(=O)N(CC(=O)NC(=O)Nc2ccc3c(c2)OCCO3)C1=O (stereo not given)
  1%, 1%, -1%
- CC(C)C1CC(CCN)(c2ccccc2)CCO1 (stereo not given)
  17%, ?, -5%
- COc1cc(NC(=O)c2cccc(Cl)c2Cl)ccc1NC(=O)c1cc2ccccc2o1
  -14%, ., 0%
- O=C(O)C1C2C=CC(O2)C1C(=O)NCc1ccccc1Br (stereo not given)
  -9%, 4%, -5%
- CC(=O)c1cccc(NC(=O)COC(=O)c2ccc3c(c2)OCO3)c1
  17%, ., -6%
- CCC(=O)Nc1c(C(=O)N2CCN(c3ccccn3)CC2)cnn1-c1ccc(Cl)cc1
  -5%, 2%, -2%
- COC(=O)c1ccccc1OS(=O)(=O)N(C)C
  -12%, 7%, -16%
- CCCCCCCSc1nsc(N)n1
  7%, 4%, -6%
- CC(CCc1ccccc1)NC(=O)c1ccc(Br)cc1 (stereo not given)
  8%, -3%, 0%
- COc1ccc(O)c(/C=N/NC(=O)CCC(=O)Nc2ccc(F)cc2)c1
  7%, 3%, -2%
- CCC(C)n1c(=O)c2sccc2n2c(CCCC(=O)N3CCC(C(N)=O)CC3)nnc12 (stereo not given)
  3%, 28%, -9%
- CCN(CC)CCCN=C1N[C@@H](c2cccc(F)c2)C(C(=O)OC)=C(C)N1Cc1ccccc1
  12%, ., -1%
- CC1(C)C[C@H]2C3=CCC4[C@@]5(C)CC[C@H](O)[C@](C)(CO)C5CC[C@@]4(C)[C@]3(C)C[C@@H](O)[C@@]2(CO)[C@@H](O)[C@@H]1O (stereo not given in full)
  -8%, ., -1%
- COc1ccc(-c2csc(Nc3cc(C)ccn3)n2)cc1OC
  -16%, 0%, -4%
- O=C(O)C1CCCN1c1ncnc2c1oc1ccccc12 (stereo not given)
  1%, 3%, -8%
- O=C(CN1CCC(c2nc3ccccc3s2)CC1)N1CCCCC1
  -10%, -9%, -8%
- Cn1c(=O)c2c(ncn2CC(O)CNc2cccc(Cl)c2)n(C)c1=O (stereo not given)
  1%, -16%, -2%
- COc1cc(S(=O)(=O)N2CCOCC2)ccc1NC(=O)COC(=O)/C=C/c1cc(OC)c(OC)c(OC)c1
  -4%, ., -12%
- Cc1cccc(NC2(C(F)(F)F)N=C(c3ccccc3)NC2=O)n1 (stereo not given)
  4%, 2%, 1%
- Cn1c(=O)cc(OCCCC(=O)N2CCN(c3ccccc3)CC2)c2ccccc21
  -9%, 9%, -7%
- CC1(C)Cc2cccc(OCC(=O)NCCc3ccccc3)c2O1
  2%, 12%, -18%
- COc1ccc(-c2cc(C(F)(F)F)nc(S(=O)(=O)CCCC(=O)Nc3ccccc3C(F)(F)F)n2)cc1OC
  -5%, ., -25%
- COc1ccc(-c2cc(C(=O)N3CCOCC3)c3ccccc3n2)cc1OC
  9%, 2%, -4%
- CCn1ccnc1CN(C)Cc1cn(-c2ccc(C)cc2)nc1-c1ccc(F)cc1
  -21%, 6.3µM*, -12%
- CC(=O)Nc1ccc2nc(NC(=O)COc3ccc([N+](=O)[O-])cc3)sc2c1
  1%, 12%, -4%
- O=[N+]([O-])c1cc(-c2n(-c3ccccn3)c3ccccc3[n+]2-c2ccccn2)ccc1Cl
  -10%, 12%, -3%
- CC(=O)Nc1ccc(CN2CCc3c([nH]c4ccccc34)C2c2ccccn2)cc1 (stereo not given)
  -22%, -15%, -16%
- COc1ccc(/C=N/NC(=O)C2C(C=C(Cl)Cl)C2(C)C)c(OC)c1 (stereo not given)
  -18%, ?, -3%
- Cc1ccc2nc(C)cc(OCC(=O)O)c2c1
  8%, 1%, -1%
- COc1ccc(-c2cc3ccc(OCC(N)=O)cc3oc2=O)cc1OC
  -10%, -3%, -14%
- COc1ccc(-c2ccc(CNCCCN3CCOCC3)o2)cc1Cl
  12%, -2%, -7%
- CCC(C)(C)NC(=O)c1ccc(Br)o1
  2%, 4%, -9%
- CCn1cc(S(=O)(=O)CC(=O)Nc2cccc(C)c2)c2ccccc21
  18%, 2%, -13%
- CC(NC(=O)CCNC(=O)c1ccc(Br)cc1)c1ccc(S(N)(=O)=O)cc1 (stereo not given)
  3%, -14%, -7%
- COc1ccc(CCN2CC(C(=O)NCc3cnn(C(C)C)c3)CCC2=O)cc1 (stereo not given)
  -2%, -4%, -9%
- Nc1nc2sc3c(c2cc1C(=O)N1CCOCC1)CCCC3
  9%, -11%[2.35 µM], -6%
- COC(=O)c1ccccc1S(=O)(=O)N1CCC(C(=O)OCC(=O)c2ccccc2OC)CC1
  4%, -20%, -10%
- COc1ccc(NC2CCCN(C(=O)c3ccc4[nH]c(C)c(C)c4c3)C2)cc1OC (stereo not given)
  -1%, -3%, -6%
- CCSC1=NCCN1S(=O)(=O)c1ccc(F)cc1
  -13%, 2%, 0%
- CCOc1ccc(NC(=O)CSc2nc(-c3cccc(Cl)c3)nc3c2Cc2c(CO)cnc(C)c2O3)cc1
  -16%, ., 1%
- OCC(O)C(O)C(O)C(O)c1nc2ccccc2[nH]1 (stereo not given)
  5%, 1%, 2%
- CCCNC(=O)C1CCCN(S(=O)(=O)c2ccc3c(c2)CC(C)N3C(=O)C2CC2)C1 (stereo not given)
  3%, -4%, -4%

The list continues.
The line under a structure holds: FEN1 inh, N370S GC, KAT2A inh
- O=C(Nc1ccccc1F)C(Cc1ccccc1)N1Cc2ccccc2C1=O (stereo not given)
  -14%, ., -5%
- C=C(C)Cn1c(=O)c2c(nc3n2CC(C)CN3Cc2ccccc2)n(C)c1=O (stereo not given)
  12%, -4%, -3%
- CCOC(=O)c1cc(-c2ccccc2)sc1NC(=O)CSc1nnc(N)s1
  -1%, -9%, -7%
- CC(=O)N1c2ccc(S(=O)(=O)N(C)CC(=O)NCc3ccc(C)cc3)cc2CC1C (stereo not given)
  12%, 2%, -2%
- C=CCc1ccccc1OCc1nc2ccc(C)cc2[nH]1
  2%, ., -7%
- Cc1cc(C)n2nc(N)c(N=Nc3ccc4c(c3)OCO4)c2n1
  9%, 7%, -6%
- COc1cc2[nH]c(=O)n(CCCC(=O)NCc3ccccc3Cl)c(=O)c2cc1OC
  -11%, ., -8%
- COc1ccccc1NC(=O)N1CCN(CCc2ccccc2)CC1
  -1%, -1%, -4%
- COc1ccc(C2Nc3ccccc3C(=O)N2NS(=O)(=O)c2ccc(C)cc2)cc1OC (stereo not given)
  -4%, 5%, -9%
- CCCn1c(NCc2cc(OC)ccc2OC)nc2ccccc21
  2%, 12%, 3%
- COc1cccc(CN2CC(C(=O)N(C)Cc3nc(C)cs3)CCC2=O)c1 (stereo not given)
  -5%, 1%, 1%
- CCOc1ccc(C(=O)Nc2c3c(nn2-c2ccc(F)cc2)CS(=O)C3)cc1 (stereo not given)
  4%, 1%, -8%[0.501 µM]
- CN1CCN(S(=O)(=O)c2ccc(Cc3ccc(S(=O)(=O)N4CCN(C)CC4)cc3)cc2)CC1
  2%, -2%[2.35 µM], -3%
- O=C(NC1(C(F)(F)F)OCCO1)c1ccc(F)cc1
  27%, -7%, -9%
- CN1C(=O)C(O)(CC(=O)c2ccccc2O)c2cc(Br)ccc21 (stereo not given)
  -3%, 3%&4%, ?
- COc1ccc(-n2ncc(C(=O)Nc3ccc4c(c3)OCO4)c2C2CCN(C(=O)OC(C)(C)C)CC2)cc1
  2%, ., 4%
- NS(=O)(=O)c1ccc2nc(NC(=O)c3ccc4c(c3)OCCO4)sc2c1
  4%, -13%, -13%
- CCOC(=O)N1CCN(C(=O)CSc2nnc(-c3cc(OC)cc(OC)c3)o2)CC1
  9%, 1%, -4%
- COc1ccccc1CCNC(=O)c1cccn1-c1nnc(N2CCCC2)s1
  20%, ., -13%
- O=C(CC(c1ccco1)S(=O)(=O)c1ccccc1)c1ccc(F)cc1 (stereo not given)
  -4%, -1%, -19%
- O=C(Nc1ccc(NC(=O)c2ccco2)c(Cl)c1)c1ccc2c(c1)OCCO2
  -29%, -4%, 7%
- CC(=O)CC(=O)Nc1cccc2c1CCCC2
  5%, 3%, -1%
- COc1cc2[nH]c(C(=O)NCCc3ccccc3)cc2c(OC)c1OC
  2%, -10%, 0%

A portion of the library; the hit share may differ from the screen's.
